BAP1 inh – inhibitors of BAP1 deubiquitinase, primary screen, biochemical, Ub-AMC fluorescence, kinetic | Ubiquitin carboxyl-terminal hydrolase BAP1 (Homo sapiens), Q92560 | recombinant BAP1, Ub-AMC hydrolysis fluorescence kinetic; active compounds read low | activity remaining (% of control), % at 20 µM | 0.48% of 72,000 active;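 active = activity remaining at or below 50% of control, provided the compound also passes the data quality filters; inactive = the rest, including low values that fail the filters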;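 note: 100% = DMSO wells rate and 0% = substrate alone blank rate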
Target sequence (Q92560 whole entry, looked up): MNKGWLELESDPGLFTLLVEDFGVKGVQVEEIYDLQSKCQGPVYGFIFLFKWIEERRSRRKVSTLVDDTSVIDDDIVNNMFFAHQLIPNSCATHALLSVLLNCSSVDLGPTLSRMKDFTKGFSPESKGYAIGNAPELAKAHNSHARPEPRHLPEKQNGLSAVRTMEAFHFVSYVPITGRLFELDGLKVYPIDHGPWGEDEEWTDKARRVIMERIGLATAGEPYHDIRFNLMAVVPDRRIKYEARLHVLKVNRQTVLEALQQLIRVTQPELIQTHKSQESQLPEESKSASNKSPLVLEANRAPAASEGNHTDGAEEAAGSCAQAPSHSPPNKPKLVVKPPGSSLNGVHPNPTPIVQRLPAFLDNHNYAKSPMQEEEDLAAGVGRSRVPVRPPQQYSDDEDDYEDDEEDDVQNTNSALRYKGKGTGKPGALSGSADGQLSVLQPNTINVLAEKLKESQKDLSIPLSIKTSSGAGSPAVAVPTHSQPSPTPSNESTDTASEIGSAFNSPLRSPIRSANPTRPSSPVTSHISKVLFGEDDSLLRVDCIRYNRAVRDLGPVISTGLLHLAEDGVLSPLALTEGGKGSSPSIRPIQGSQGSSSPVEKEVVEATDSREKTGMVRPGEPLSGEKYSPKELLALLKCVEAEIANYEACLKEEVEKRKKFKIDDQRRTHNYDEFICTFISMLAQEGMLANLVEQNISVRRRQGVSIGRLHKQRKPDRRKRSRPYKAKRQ
HePTP inh – inhibitors of human HePTP phosphatase, primary screen, biochemical, absorbance, leukemia target; Tyrosine-protein phosphatase non-receptor type 7 (Homo sapiens), P35236; recombinant HePTP phosphatase activity, OD absorbance; inhibition, % at 20 µM; 0.64% of 110,000 active; in the data active = inhibition above about 50%;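 note: plate controls were vehicle for no effect and reference inhibitor for full effect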
Target sequence (P35236 whole entry, looked up): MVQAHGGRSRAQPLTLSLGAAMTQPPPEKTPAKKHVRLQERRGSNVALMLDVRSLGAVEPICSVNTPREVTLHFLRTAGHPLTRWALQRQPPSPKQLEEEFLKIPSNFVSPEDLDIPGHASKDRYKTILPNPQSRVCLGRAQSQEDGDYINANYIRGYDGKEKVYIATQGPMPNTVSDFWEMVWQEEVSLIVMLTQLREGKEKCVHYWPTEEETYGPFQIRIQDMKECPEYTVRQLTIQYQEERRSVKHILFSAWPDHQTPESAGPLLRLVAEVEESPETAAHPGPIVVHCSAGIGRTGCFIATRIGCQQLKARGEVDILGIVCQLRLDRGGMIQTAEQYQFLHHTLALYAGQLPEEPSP
Numbers without * were called inactive; x = not tested or not shown; & = joins results of further samples.

entry	mol	BAP1 inh	HePTP inh
1	COc1cccc(-c2cc(C(=O)N3CCN(C(c4ccccc4)c4ccccc4)CC3)no2)c1	50.4	5.7
2	CCN1C(=O)/C(=C/c2cc(OC)c(O)c(OC)c2)C(=O)NC1=S	x	10.2
3	Cc1cc(C)nc(SCC(=O)N2CCOCC2)n1	94.6	4.4
4	Cn1c(NC(=O)c2cc(-c3ccc4c(c3)OCO4)nc3ccccc23)cc(=O)n(C)c1=O	96.3	5.2
5	Cc1ccc(Cl)cc1NC(=O)C1CC(=O)N(c2ccc(F)cc2)C1 (stereo not drawn)	x	-0.6
6	O=C(CSc1nc(O)c(C2CCCCC2)c(=O)[nH]1)Nc1ccc(Cl)cc1	116.9	6.4
7	O=C(Nc1ccc2c(c1)OCCO2)C1CCCN(S(=O)(=O)c2cccnc2)C1 (stereo not drawn)	87.8	6.5
8	COc1ccc(O)c(-c2cn[nH]c2-c2cccs2)c1	99.3	2.4
9	N=C1Sc2ccccc2C2=NCCCN12	99.0	x
10	CCN1C(=O)/C(=C\c2ccc(OCCOc3cccc(OC)c3)cc2)SC1=S	x	-7.3
11	Cc1cc(C(=O)OCC(=O)N(C)C2CCS(=O)(=O)C2)c(C)n1-c1ccccc1 (stereo not drawn)	122.4	2.5
12	CC1C(O)=C(c2nc3ccccc3[nH]2)C(=N)N1c1ccccc1 (stereo not drawn)	127.4	-6.6
13	O=C(CSc1nnc(SCc2ccc(Cl)cc2)s1)N1CCN(C(=O)c2ccco2)CC1	101.9	-8.0
14	O=C1C(C=NCCCN2CCOCC2)=C(O)c2ccccc21	88.6	11.5
15	CCCOc1ccccc1Cn1c(=O)oc2ccc(C)cc21	79.4	-7.7
16	CCOc1cccc(C(=O)Nc2cc(-c3nc4cc(C)cc(C)c4o3)ccc2C)c1	x	2.9
17	CCNc1nc(NCC)n2c(SCC(=O)O)nnc2n1	88.2	9.0
18	CCCc1ccc(OCc2nnc(NC(=O)Nc3cccc(Cl)c3)s2)cc1	x	-12.1
19	COc1ccc(OC)c(CN2CCN(S(=O)(=O)c3ccc(C)cc3)CC2)c1	x	-2.4
20	Cc1ccc(C)n1-c1ccc(CC(=O)O)cc1	x	102.2*
21	COc1ccc(C(=O)Nc2ccc(NC(=O)c3cccc(C)c3)cc2)cc1[N+](=O)[O-]	70.7	x
22	Cc1ccc(C#N)c(SCC(=O)O)n1	x	-2.2
23	O=C(COc1ccccc1)Nc1ccc([N+](=O)[O-])cc1	x	-10.4
24	CC(C)CCNC(=O)CN(CC1CCCO1)C(=O)CCC(=O)Nc1nccs1 (stereo not drawn)	108.5	8.1
25	COc1cc2nc(C)sc2cc1OC	x	3.2
26	CCCCCn1c(=O)[nH]c2cc(C(=O)O)ccc2c1=O	x	7.8
27	O=C(Nc1ccc(O)c(-c2nc3ccccc3o2)c1)c1ccc2c(c1)OCCO2	x	4.1
28	N#Cc1c(N)nc2c(c1-c1ccc(F)cc1)CCCCCC2	x	-1.4
29	CCN1C(=O)/C(=C\c2cc(OC)ccc2OC)SC1=S	x	6.3
30	C[n+]1ccccc1-c1nc2ccccc2s1	60.3	x
31	O=c1[nH]c2cc(Cl)cc(Cl)c2[nH]c1=O	x	1.0
32	O=C(O)CCn1c(SCc2ccccc2)nc2ccccc21	89.8	10.2
33	O=C(NCCN1CCOCC1)/C(=C/c1ccccc1)NC(=O)c1ccccc1	x	5.8
34	O=C(N=Nc1c(O)[nH]c2c(Br)cc(Br)cc12)C(O)c1ccccc1 (stereo not drawn)	x	11.9
35	COc1ccc(NC(=O)Cc2nn(C)c(=O)c3ccccc23)c2ncccc12	100.5	7.0
36	NC(=O)CSc1nnc(CNc2ccc(F)cc2)n1CC1CCCO1 (stereo not drawn)	85.1	5.4
37	Cc1nc([N+](=O)[O-])cn1Cc1cccc(C(F)(F)F)c1	149.9	x
38	COC(=O)CSc1nnc(-c2sc3cc(OC)ccc3c2Cl)n1C	91.0	-3.3
39	NS(=O)(=O)c1ccc(NC(=S)NC(=O)c2ccccc2)cc1	x	7.4
40	O=C(C1CC(c2ccc(F)cc2)=NO1)N1CCN(Cc2ccccc2)CC1 (stereo not drawn)	91.3	7.0

A different layout for some results above.
item	BAP1 inh	HePTP inh	structure
36	85.1	5.4	NC(=O)CSc1nnc(CNc2ccc(F)cc2)n1CC1CCCO1 (stereo not drawn)
37	149.9	x	Cc1nc([N+](=O)[O-])cn1Cc1cccc(C(F)(F)F)c1
38	91.0	-3.3	COC(=O)CSc1nnc(-c2sc3cc(OC)ccc3c2Cl)n1C
39	x	7.4	NS(=O)(=O)c1ccc(NC(=S)NC(=O)c2ccccc2)cc1

Going on with the list:
entry	mol	BAP1 inh	HePTP inh
41	COc1ccc([N+](=O)[O-])cc1NC(=O)C1C2CCC(C2=C(C)C)C1C(=O)O (stereo not drawn)	x	-11.9
42	COc1ccc(Nc2nc(N)nc(C(F)(F)F)n2)c(OC)c1	85.8	-1.4
43	Cc1cc(C)c2c(N)c(C#N)sc2n1	x	3.4
44	Cc1ccccc1N1CCN(S(=O)(=O)c2ccc3oc(=O)ccc3c2)CC1	52.8	1.6
45	CCCCNC(=O)CCn1c(=O)c2ccccc2n(CC(=O)Nc2ccccc2OCC)c1=O	94.8	-6.3
46	COc1ccc(NC(=S)NC(=O)c2ccc(F)cc2)cc1	x	-12.5
47	COc1ccc(C(=O)OCCN=C2NS(=O)(=O)c3ccccc32)cc1OC	96.7	2.3
48	COc1cc(NC(=O)CC(c2ccccc2)c2ccccc2)c(OC)cc1Cl	x	2.6
49	CCCc1nc2ccccc2c(=O)n1/N=C/c1ccc(O)cc1O	124.9	-4.4
50	COc1ccccc1/C=C1\SC(=S)N(CC(C)C)C1=O	x	0.6
51	C=CCNCCCCOc1cc(C)c(Cl)c(C)c1	x	5.6
52	CCN1CCN(CC(O)COc2cccc(OC)c2)CC1 (stereo not drawn)	99.7	-2.3
53	CCCCOc1ccc(C(=O)N2CCC(C)CC2)cc1	68.7	8.3
54	COC(=O)c1[nH]c2cc(OC)ccc2c1NC(=O)CN1CCC(C(N)=O)(N2CCCCC2)CC1	79.0	7.2
55	O=C(NCc1cn2ccsc2n1)c1cccs1	97.5	6.0
56	COc1ccccc1C(=O)N1c2ccccc2Sc2ccc(C(F)(F)F)cc21	71.8	x

Structural class, those above with a nitro group on carbon
entry	mol	BAP1 inh	HePTP inh
21	COc1ccc(C(=O)Nc2ccc(NC(=O)c3cccc(C)c3)cc2)cc1[N+](=O)[O-]	70.7	x
23	O=C(COc1ccccc1)Nc1ccc([N+](=O)[O-])cc1	x	-10.4
37	Cc1nc([N+](=O)[O-])cn1Cc1cccc(C(F)(F)F)c1	149.9	x
41	COc1ccc([N+](=O)[O-])cc1NC(=O)C1C2CCC(C2=C(C)C)C1C(=O)O (stereo not drawn)	x	-11.9

Additional compounds follow.
entry	mol	BAP1 inh	HePTP inh
57	CN1CCN(NC(=S)Nc2cccc(Cl)c2)CC1	x	2.5
58	Cc1cc(/C=C2\C(=O)NC(=O)N(C)C2=O)c(C)n1-c1ccc(N(C)C)cc1	x	-6.7
59	O=C(Nc1ccc(Cl)c(Cl)c1)c1cc2n(n1)C(C(F)(F)F)CC(c1ccccc1)N2 (stereo not drawn)	x	2.7
60	O=C(Nc1cccc(F)c1)c1cccc(S(=O)(=O)N2CCOCC2)c1	130.7	-5.6
61	CCOC(=O)c1sc(=S)n(-c2ccc(F)c(F)c2)c1N	88.3	6.1
62	CCn1c(C(C)NC(=O)c2cccs2)nc2ccccc21 (stereo not drawn)	93.4	12.0
63	CCOC(=O)c1ccccc1NC(=O)c1cc(Cl)ccc1OC	x	4.0
64	Cc1cc2c(c(=O)o1)C1(C(=O)N(CC(=O)O)c3ccccc31)C(C#N)=C(N)O2 (stereo not drawn)	96.7	4.8
65	Cc1ccc(N(CC(=O)O)S(=O)(=O)c2cccc3nonc23)cc1	86.9	5.2
66	O=C1/C(=C\C=C\c2ccccc2)SC(=S)N1Cc1ccc(Cl)c(Cl)c1	x	7.7
67	CCCc1cc(C(=O)OC)c(NC(=O)CCC(=O)O)s1	x	-2.0
68	COc1cc(NC(=O)c2ccc(-c3ccc(Cl)cc3)o2)ccc1NC(=O)c1ccco1	x	2.1
69	O=C1CN(S(=O)(=O)c2ccccc2)C(c2ccccc2)c2cc(Br)ccc2N1 (stereo not drawn)	x	-27.6
70	CC1=CC(C)C2COC(c3ccc[n+](C)c3)C1C2C (stereo not drawn)	x	5.5
71	Cc1nc2ccc(NC(=O)Cc3cccs3)cc2s1	103.5	-0.5
72	CC(C)CNC(=O)c1cccc(NC(=O)/C=C/c2ccccc2)c1	x	3.5
73	COc1ccc(-n2c(Cc3cccn3C)nnc2SCC(=O)N2CCCC2)cc1	94.1	-3.8
74	Cc1ccc(-c2nc3ccccc3c(=O)[nH]2)cc1	x	-5.2
75	COc1cc(CNc2nc3ccccc3n2CCN2CCCCC2)cc(OC)c1OC	x	-6.0
76	O=C(N/N=C/c1ccc[nH]1)c1sc2ccccc2c1Cl	x	-2.4
77	COc1ccc(C2Nc3ccccc3C(=O)N2Cc2ccco2)cc1Cn1nnc2ccccc21 (stereo not drawn)	x	-4.8
78	O=C1NC(=O)C(=Cc2cc(Cl)c(OCc3cccc(F)c3)c(Cl)c2)C(=O)N1	x	7.9
79	Cc1nn(-c2ccc(C(=O)Nc3nnc(C4CC4)s3)cc2)c(C)c1Cl	69.0	8.7
80	CCC1Oc2ccc(C)cc2N(CC(=O)NCc2cc(OC)ccc2OC)C1=O (stereo not drawn)	82.2	5.8
81	CCOC(=O)C1=C(CSc2nccn2C)NC(=O)NC1c1ccc2c(c1)OCO2 (stereo not drawn)	86.3	10.3
82	Cc1cc(C(=O)N2CCN(c3ccc(F)cc3)CC2)ccc1[N+](=O)[O-]	x	-12.3
83	COCCCNC(=O)CCS(=O)(=O)Cc1ccc(C)cc1	98.1	5.3
84	O=C(c1ccncc1)N1N=C(C(F)(F)F)CC1(O)c1ccc(Cl)cc1 (stereo not drawn)	x	9.2
85	O=C(Nc1ccccc1)c1cc(S(=O)(=O)Nc2cccnc2)cs1	115.2	x
86	COc1ccc(Br)cc1C(=O)Nc1cccnc1	x	-3.4
87	O=C(c1ccccc1F)N1CCN(c2cccc(C(F)(F)F)c2)CC1	109.0	5.5
88	C#CCN1C(=O)C(O)(CC(=O)c2cccc(OC)c2)c2ccccc21 (stereo not drawn)	98.0	12.9

Shown as a hit in HePTP inh (from the list above):
entry	mol	BAP1 inh	HePTP inh
20	Cc1ccc(C)n1-c1ccc(CC(=O)O)cc1	x	102.2*

Continued.
entry	mol	BAP1 inh	HePTP inh
89	CCc1ccc2[nH]c(=O)c(CN(Cc3ccc4c(c3)OCO4)C(=O)c3ccco3)cc2c1	53.5	9.8
90	CCOC(=O)c1ccc(S(=O)(=O)N2CCN(S(=O)(=O)CC)CC2)cc1	103.0	7.1
91	Clc1cccc(OCCCCCN2CCOCC2)c1	x	4.7
92	CCC(C)N(C(=O)COC(=O)Cc1n[nH]c(=O)c2ccccc12)C1CCS(=O)(=O)C1 (stereo not drawn)	94.6	-12.9
93	CCOC(=O)C1CCN(C(C)=C2C(=O)c3ccccc3C2=O)CC1	84.8	2.4
94	Cc1ccc(C(=O)NN(c2ccccc2)c2ccccc2)cc1[N+](=O)[O-]	x	4.6
95	CCn1c2ccccc2c2cc(CN3CCN(C(=O)c4ccncc4)CC3)ccc21	x	-2.5
96	Cc1ccc(C(=O)NCC2CCCO2)cc1 (stereo not drawn)	x	6.6
97	O=[N+]([O-])c1ccc(N2CCCC2)cc1N1CCCCC1	x	-7.8
98	CCOC(=O)c1ccccc1NC(=O)c1ccccc1	x	-9.2
99	Cc1ccc(C)c(OCC(O)CN2CCC(Cc3ccccc3)CC2)c1 (stereo not drawn)	x	1.9
100	O=C(NCC1CCN(C(=O)c2c(F)c(F)c(F)c(F)c2F)CC1)c1c(F)c(F)c(F)c(F)c1F	x	10.8
101	NC(=O)c1ccccc1NC(=O)c1ccncc1	x	-1.7
102	CCSc1nnc2c(n1)OC(c1ccc(C(=O)O)cc1)N(C(C)=O)c1ccccc1-2 (stereo not drawn)	78.7	6.6
103	c1coc(CNc2nc3ccccc3n2CCN2CCOCC2)c1	97.3	0.1
104	O=C1NC2=Nc3ccccc3SC(c3ccccc3)=C2C(c2ccc(O)cc2)N1 (stereo not drawn)	x	-5.3
105	COc1ccc(Cn2c(O)c(/C=C3\C=CC=N3)c(=O)[nH]c2=O)cc1	x	-6.9
106	O=C(NCc1ccc2c(c1)OCO2)C(=O)Nc1cccc(Cl)c1Cl	x	0.1
107	CCOc1cc(C(=O)NCCN2CCOCC2)cc(OCC)c1OCC	88.4	-13.2&10.4
108	COc1ccc(S(=O)(=O)Nc2cc([N+](=O)[O-])ccc2OC)cc1	x	4.3
109	CC(C)(C)c1cc(Cc2ccccc2)no1	x	-11.6
110	O=S1(=O)CC(N2CCOCC2)c2ccccc21 (stereo not drawn)	99.7	-6.7
111	O=[N+]([O-])c1ccccc1/C=N/Nc1nc(-c2ccccc2)cc(-c2ccccc2O)n1	x	0.7
112	COc1cc(C(=O)NCC(c2cccnc2)N2CCN(C)CC2)cc(OC)c1OC (stereo not drawn)	111.8	-3.5
113	Cc1c(C(=O)Nc2ccc3oc(-c4ccc(Cl)cc4Cl)nc3c2)cccc1[N+](=O)[O-]	x	10.7
114	CCCCNC(=O)c1nnn(-c2ccccc2)c1N	94.2	-1.0
115	C=CCn1c(SCC(O)Cn2c3ccccc3c3ccccc32)nnc1-c1ccco1 (stereo not drawn)	x	0.7
116	N#Cc1cc2ccccc2nc1SCC(=O)Nc1ccccc1N1CCOCC1	82.9	9.6
117	CC(Oc1ccccc1)C(=O)NCc1ccccn1 (stereo not drawn)	x	-3.2

Screening results as filed in PubChem.

Outcome played no part in choosing rows; overall some 0.91% were active at least once.
